mcGAS MS inh = inhibitors of Mus musculus cyclic GMP-AMP synthase, initial high-throughput assay, cell-free, RapidFire MS; recombinant mouse cGAS, cGAMP by RapidFire MS; inhibition, % at 12.5 µM; actives 0.18% (n = 130,000); AID 1259397, 2018;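 active = inhibition of cGAS enzyme activity at or above 60%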;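 note: enzyme stimulated by 45 bp dsDNA with ATP and GTP substrates; cGAMP share of summed cGAMP plus half ATP and half GTP signals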
Target sequence (Q8C6L5 whole entry, looked up): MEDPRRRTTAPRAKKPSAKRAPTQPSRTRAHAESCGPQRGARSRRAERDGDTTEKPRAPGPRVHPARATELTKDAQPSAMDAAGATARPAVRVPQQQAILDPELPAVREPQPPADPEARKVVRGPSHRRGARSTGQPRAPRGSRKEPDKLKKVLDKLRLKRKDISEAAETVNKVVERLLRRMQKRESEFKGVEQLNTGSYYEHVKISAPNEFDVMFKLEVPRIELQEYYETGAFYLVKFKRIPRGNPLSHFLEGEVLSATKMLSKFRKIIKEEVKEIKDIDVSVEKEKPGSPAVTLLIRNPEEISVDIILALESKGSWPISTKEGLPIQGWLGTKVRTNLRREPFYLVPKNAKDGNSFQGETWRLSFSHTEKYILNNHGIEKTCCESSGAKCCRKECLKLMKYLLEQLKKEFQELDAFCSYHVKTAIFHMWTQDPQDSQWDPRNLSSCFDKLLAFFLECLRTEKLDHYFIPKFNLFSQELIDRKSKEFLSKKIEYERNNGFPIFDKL
* marks the source's active call; other numbers are inactive results; & = joins results of further samples. Some of the compounds tested; count on the stated rates, not on these rows.

SMILES	mcGAS MS inh
CNC(=O)CN1CCC(CN(C)C(C)c2cccc(C)c2)CC1 (centres undefined)	-7
COc1cc(C(=O)O)sc1Br	-23
O=C(C=Cc1ccc2c(c1)OCO2)N1CCN(c2ncccn2)CC1	5
C[C@H](C(=O)NCc1ccccc1)N1Cc2ccc(N3CCOCC3)nc2C1=O	4
Cc1cc(=O)n2[nH]c(Cc3ccccc3)c(-c3cccc4ccccc34)c2n1	-3
Cn1c(CC2CCNCC2)nnc1SCCOc1ccc(Cl)cc1	-8
CN(CCN1CCCCCC1)C(=O)c1cc(CN2CCCC(O)C2)on1 (centres undefined)	4
Cc1cccc(-n2c(C)cc(C(=O)Cn3ncc(Cl)c(Cl)c3=O)c2C)c1	0
O=C(NCCN1CCOCC1)c1cc(COc2cccc(C(F)(F)F)c2)[nH]n1	-10
C=C(C)CN(C)C(C)c1cccc(O)c1 (centres undefined)	-8
CCCCN(CC)C(=O)c1cc(C)[nH]c(=O)n1	-2
CC(C)COCCC(=O)NCC1CSCCS1 (centres undefined)	-5
O=C(CCN1CCN(Cc2cccs2)CC1)Nc1ccc(F)c(F)c1	1
O=C(c1cc(COc2ccccc2)[nH]n1)N1CCC(Nc2ncccn2)CC1	13
COc1ccc(-c2c3c(=O)n(C)c(=O)n(C)c3c3cnc4ccccc4n23)cc1	-19
CCNC(=O)N1CCC(NC2CCN(C(C)C)CC2)CC1	-12
COc1ccc(C(=O)C(C)Sc2nnc(-c3cccs3)n2C)cc1 (centres undefined)	-2
Clc1ccc(CCCOCCCN2CCCCC2)cc1	-10
CN1CCN(c2nc3c([nH]2)c(=N)ncn3CC(O)CO)CC1 (centres undefined)	12
Cc1cc(=O)oc2cc(OC(C)C)c(Cl)cc12	-6
CC(C)CSc1nnc(Nc2ccc(C(C)C)cc2)s1	1&3
CC1(C)CC(=O)C(=C2SCCS2)C(=O)C1	-27
O=C(Cc1cccnc1)N1CCN(c2nnc(C(F)(F)F)s2)CC1	-26
CS(=O)(=O)c1ccc(NS(=O)(=O)c2ccc(Cl)c(O)c2)cc1	-5
CCCc1ccc(S(=O)(=O)N2CCN(C(=O)c3ccco3)CC2)cc1	-5&1
COC(=O)CN1CCN(c2nc3c(c(=O)[nH]c(=O)n3C)n2CCC(C)C)CC1	-2
CCCn1cnnc1CNC1CSCCSC1	-10
Cc1n[nH]c(=S)n1C1CC1	-12
Cc1csc(-c2nonc2N)n1	2
O=C(O)C1C2CC(c3ccccc3)C(C2)C1C(=O)O (centres undefined)	-8
CCc1[nH]c2ccc(CNC(=O)c3ccc(Cn4ccnc4)o3)cc2c1C	-9
CN(CC(=O)Nc1ccc(F)c(F)c1F)C(=O)CNC(=O)c1ccc(Cl)c(Cl)c1	-4
NC1=NC(c2ccccc2I)n2c(nc3ccccc32)N1 (centres undefined)	-34
COc1cccc(OCc2nc(-c3ccc(Br)o3)no2)c1	11
CCN(Cc1cccc(F)c1)CC(O)COc1ccccc1 (centres undefined)	-5
CC1CCc2sc(C(=O)N=Nc3c(O)[nH]c4ccc(Br)cc34)cc2C1 (centres undefined)	-1
Cc1noc(C)c1CCC(=O)Nc1cccc(-c2nnc3n2CCCCC3)c1	-1
CCCN(C(=O)Cn1ccc(=O)c2ccccc21)[C@@H]1CCCC[C@H]1O	0
COc1ccc(N(CC(=O)NC2CC2)S(=O)(=O)c2ccccc2[N+](=O)[O-])c(OC)c1	-7
FC(F)Oc1ccc(NC(=S)NC2CCCC2)cc1	-13

Next section; the last 2 above are carried over.
SMILES	mcGAS MS inh
COc1ccc(N(CC(=O)NC2CC2)S(=O)(=O)c2ccccc2[N+](=O)[O-])c(OC)c1	-7
FC(F)Oc1ccc(NC(=S)NC2CCCC2)cc1	-13
CN(C)S(=O)(=O)N1CCN(C(=O)c2ccco2)CC1	10
Cc1nn(C)c(Cl)c1S(=O)(=O)N1C[C@@H]2[C@@H]3CC[C@@H](C3)[C@@H]2C1	-10
Cc1ccsc1CN(C)C(=O)C1(Oc2cccnc2C)CCNCC1	-34
CC1(C(=O)NCCc2ccccc2)CCN1CCc1ccccc1 (centres undefined)	-2
CC(=O)c1ccc(NC(=O)CCN(C)CCOc2ccc(C)cc2)cc1	8
CSCc1ccc(NC(=O)C(=O)NCc2ccc(C)nc2)cc1	-4
Cc1ccc(-c2[nH]ncc2CNC2CCCC(C(F)(F)F)C2)o1 (centres undefined)	-7
COc1ccc(NC(=O)CSc2nnc(N)s2)cc1	3
COC(=O)C(C(F)(F)F)C(F)(F)SC(C(C)=O)=C(C)O (centres undefined)	15
Cc1cn2c3c(=O)[nH]c(=O)n(C)c3nc2n1C(C)c1ccccc1 (centres undefined)	-5
Cc1ccc(Nc2nc(-c3ccc4c(c3)oc(=O)n4C)cs2)cc1C	3
CCN(C(=O)CN(C)Cc1ccc(C)cc1C)C1CCS(=O)(=O)C1 (centres undefined)	-8
COCC(=O)NCCCn1nc(-c2ccc(C)cc2)ccc1=O	7
O=C(CNCCCN1CCOCC1)N(Cc1ccccc1)Cc1ccco1	-6
Cc1ccc(NC(=O)c2ccc(S(=O)(=O)N(C)C)o2)cc1	-8
Cn1c(=O)c(-c2c(-c3ccccc3)ncn2CC(O)CO)cc2ccccc21 (centres undefined)	9
COc1ccc(-c2ccc(C(=O)N(C)CCC#N)c(F)c2)c(F)c1	-1
C[C@H](CCC(=O)O)[C@H]1CCC2C3C(=O)CC4CC(=O)CC[C@]4(C)C3CC(=O)[C@@]21C (some centres undefined)	-3&-1
O=S(=O)(/C=C/c1ccc(Cl)cc1)Nc1cccc(Oc2ncccn2)c1	-4
Cc1c(C(=O)O)oc2ccc(I)cc12	9

Sorted by SMILES length (low to high): four of the compounds above.
SMILES	mcGAS MS inh
COCC(=O)NCCCn1nc(-c2ccc(C)cc2)ccc1=O	7
Cc1ccc(NC(=O)c2ccc(S(=O)(=O)N(C)C)o2)cc1	-8
CC(=O)c1ccc(NC(=O)CCN(C)CCOc2ccc(C)cc2)cc1	8
C[C@H](CCC(=O)O)[C@H]1CCC2C3C(=O)CC4CC(=O)CC[C@]4(C)C3CC(=O)[C@@]21C (some centres undefined)	-3&-1

Continuation.
SMILES	mcGAS MS inh
CCOC(=O)c1c(NC(=O)Cn2nc(C(F)(F)F)cc2C)sc2c1CCC(C(C)(C)C)C2 (centres undefined)	-7
Cc1cccc(C)c1N(CC(=O)NN=C1CCCCCCC1)S(C)(=O)=O	-8
CC(C)=CC(=O)NCCC1CCCN(Cc2ccco2)C1 (centres undefined)	-16
COCC(c1ccccn1)N(C)Cc1ccc2c(c1)CCO2 (centres undefined)	-11
O=C1c2cccc3c(Cl)ccc(c23)N1CC(O)COc1ccc(F)cc1 (centres undefined)	-5
O=C1C(Nc2ccc(Cl)cc2)=C(N2CCOCC2)C(=O)c2ccccc21	1
CCC(=O)NC(c1ccccc1Cl)c1c(O)ccc2ccccc12 (centres undefined)	-1
Cn1c(CN(Cc2ccccc2)Cc2ccco2)cc(=O)n(C)c1=O	-63
Cc1ccc(NC2Nc3cc(C)nn3S2)c(C)c1 (centres undefined)	3
CC(=O)Nc1ccc(CN2C(=O)C(C)Sc3ccccc32)cc1 (centres undefined)	-6
O=C(NC1CCCCCC1)C1CCC(=O)N1C1CCCC1 (centres undefined)	-2
O=C(COC(=O)c1ccc(F)c(S(=O)(=O)N2CCCCC2)c1)NC1CCCCCC1	-3
COCCn1cc(NC(=O)Nc2cccc(C)c2)c2ccccc21	-9
O=C(NCCCSc1ccccc1)c1cccc(O)c1	-4
Cc1nc(SCC(=O)N(C)CC23CC4CC(CC(C4)C2)C3)oc1C	-14
CN(Cc1ccccc1C(F)(F)F)C(=O)C1CCC(=O)N(CC2CCCCC2)C1 (centres undefined)	-15
CC(C)c1nccn1C1CCN(Cc2ccccc2)C1 (centres undefined)	-18
Cc1cc(N(C)C)nc(NCCNC(=O)Nc2ccccc2Cl)n1	-4
CCc1cc(N2CC[C@@H](N3CCC(O)CC3)[C@H](O)C2)nc(N2CCCCC2)n1	-21
CC1(C(=O)O)CCN1C(=O)/C=C/c1ccccc1 (centres undefined)	2

6 compounds picked at random from those above:
SMILES	mcGAS MS inh
O=C(COC(=O)c1ccc(F)c(S(=O)(=O)N2CCCCC2)c1)NC1CCCCCC1	-3
CC(C)=CC(=O)NCCC1CCCN(Cc2ccco2)C1 (centres undefined)	-16
CC(=O)Nc1ccc(CN2C(=O)C(C)Sc3ccccc32)cc1 (centres undefined)	-6
CCc1cc(N2CC[C@@H](N3CCC(O)CC3)[C@H](O)C2)nc(N2CCCCC2)n1	-21
O=C(NCCCSc1ccccc1)c1cccc(O)c1	-4
Cc1cccc(C)c1N(CC(=O)NN=C1CCCCCCC1)S(C)(=O)=O	-8

(cont.)
SMILES	mcGAS MS inh
CC(=O)Nc1ccc(C)c(S(=O)(=O)Oc2ccccc2F)c1	-25
Cc1cc(N2CCCN(Cc3ccnc(C(C)C)n3)CC2)ccn1	-19
CCC(=O)Nc1ccc(C(=O)NCCNS(=O)(=O)c2ccc(C)cc2OC)cc1	-7
O=S(=O)(c1ccc2ccccc2c1)N1CCN(C2CCCC2)CC1	-17
CC(=O)Oc1ccccc1Cn1cc(C(=O)NCc2cccs2)sc1=O	-3
COC(C)(C)Cn1ccnc1-c1cc(F)ccc1-n1nc(C)cc1C	-13
COc1ccccc1-c1cccc(C(=O)N2CCCC(O)(CO)CC2)c1 (centres undefined)	-5
COc1cc(-c2ncccc2C(F)(F)F)cc(OC)c1OC	-9
Cc1cccc2c(=O)n3cc(C(=O)c4ccccc4O)cc(Cl)c3nc12	-10
Cc1ccc(-c2cncc(C(=O)N3CCOCC3)n2)c(-n2nc(C)cc2C)c1	-30
CCC(=O)c1ccc(OCC(=O)c2ccc3c(c2)OCCO3)cc1	-3
O=C1CSC(=S)N1c1ccc2c(c1)OCCO2	-3
Cc1ccc(Nc2nc(NCCN(C)C)nc3nccnc23)cc1C	-20
Cc1ccccc1-c1noc(CS(=O)Cc2cccc(F)c2)n1 (centres undefined)	9
O=C(O)[C@H]1C[C@H](C(=O)Nc2ccc(F)cc2)CN(Cc2cc3ccccc3o2)C1	-5
CC1CCCCC1OCCN1C(C(N)=O)CC2CCCCC21 (centres undefined)	-4
CC1=C(C(=O)Nc2ccc(F)c(F)c2)C(c2cccc(C#N)c2)N(C)C(=O)N1C (centres undefined)	10
Cc1ccccc1CNc1ccccc1C(N)=O	-2
Cc1nc2cc3c(cc2n1CC(O)CN1CCC(C)CC1)OCCO3 (centres undefined)	8
CCOC(=O)c1c(-c2ccccc2)c2cc(Cl)ccc2[nH]c1=O	-2
Cc1ncc(C[n+]2csc(CCO)c2C)c(N)n1	0
CCN(C(=O)CSc1nncn1-c1ccccc1OC)C1CCCCC1	-5
Cc1nc(S(=O)(=O)N2CCC3(CCCN(C)C3=O)C2)cn1C (centres undefined)	-6
O=C(O)c1cccnc1CN1CCNC(=O)C1c1cccc(F)c1 (centres undefined)	-13
CN(Cc1cc(C2CC2)n[nH]1)C(=O)CCc1cn2ccccc2n1	-21
Cc1cc(C(=O)OCc2nnc(-c3ccco3)o2)c(C)n1C1CC1	-1
Cc1ccoc1C1=NNC(=CN(C)CC2CCN(CC(C)O)CC2)O1 (centres undefined)	-10
O=C(NCCc1ccc(Cl)cc1)c1ccc(N2CCOC2=O)cc1	1
Cc1nc(NCCNC(=O)Nc2ccc3c(c2)OCCO3)cc(N2CCCC2)n1	-5
O=S(=O)(c1ccc(NN=C2CCCCCCC2)nc1)N1CCCCC1	-6
COc1ccccc1-n1cc(-c2c(-c3ccccc3)ncn2[C@H](C)C(N)=O)cn1	5
Cc1cc(Br)ccc1NC(=O)c1cnn(C)c1C(F)(F)F	-12
Cc1c(NC(=O)C2CCCO2)cccc1C(=O)Nc1cnc2n1CCCC2 (centres undefined)	-7
CNC(=O)C(C#N)C(=O)CCc1cccc(OC2CCCC2)c1 (centres undefined)	-5
CCOc1ccc(CN2CCN(Cc3ccc4cc(F)ccc4n3)CC2CCO)cc1 (centres undefined)	-2
CC1(C(=O)NS(C)(=O)=O)CCN1C(=O)CCc1cccs1 (centres undefined)	-22
O=C(O)Cc1cc(-c2ccc3c(c2)OCCO3)on1	0
CN(C)c1ccc(O)c2c1C[C@H]1C[C@H]3[C@H](N(C)C)C(=O)C(C(N)=O)C(=O)[C@@]3(O)C(=O)C1=C2O (some centres undefined)	0&11
CC(=NNc1ncnc2sc3c(c12)CCC3)c1cc2ccccc2o1	-8
O=C(Cc1nc2ccccc2c(=O)[nH]1)NCc1ccccc1	9
COc1ccc(CC(=O)Nc2nnc(SCC(=O)Nc3ccccc3C(F)(F)F)s2)cc1	-8
Cc1ccc(NC(=O)COC(=O)Cn2c(C)csc2=O)cc1	-7
CCSc1ncc(CN2CCC3(CCCN(Cc4cccc(OC)c4OC)C3)C2)cn1 (centres undefined)	-9
CC1(C(=O)Nc2ccc3c(c2)OCO3)CCN1Cc1c(F)cccc1F (centres undefined)	-3
COc1ccc(C(=O)NC2CCN(c3ccccc3C(=O)NCCc3ccccc3OC)CC2)cc1	-3
CCOC(=O)c1ccc(Nc2nnc(Cc3ccc(C)cc3)c(=O)[nH]2)cc1	-5
Oc1ccc(N=Nc2ccccc2F)c2cccnc12	-5
CC(=Nn1c(C)nc2sc3c(c2c1=O)CCCC3)N(C)C	-6
Cc1cc(C)n(-c2nnc(C)n2NS(=O)(=O)c2ccc(F)cc2)n1	-3
CCC(NC(=O)C(C)(C)c1ccccc1)c1ccnn1C (centres undefined)	-26
CC(C(=O)NC1CCOc2ccccc21)N1CCc2sccc2C1 (centres undefined)	-4
CCNc1nc2c(c(=O)[nH]c(=O)n2C)n1CCOC	-4
CC(C)C(NC(=O)Cn1ncc2ccccc2c1=O)c1ccc(C(C)(C)C)cc1 (centres undefined)	-4
CCOC(=O)C=CC(=O)OCC(=O)c1ccc(Cl)s1	-10
Oc1ccc(-c2csc(Cc3c(F)cccc3Cl)n2)c(O)c1	-3
Cc1noc(COc2ccccc2OCc2onc(C)c2Cl)c1Cl	-8
O=S(=O)(NCc1ccccc1)c1ccc2c(c1)OCCCO2	2

Bioassay records from PubChem.
